Bioassay records deposited in PubChem by National Center for Advancing Translational Sciences (NCATS).
AmpC inh no detg – inhibitors of E. coli AmpC beta-lactamase without detergent | Potency, µM (highest dose often 57.1 µM), for the others: at the highest dose activity change, negative = inhibition, most hits filed as inhibitors | AmpC nitrocefin hydrolysis, absorbance 480 nm, 0.0001% Triton | 330,000 compounds, 0.52% hits | P00811;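 note: potency is the fitted concentration of half-maximal effect; plate controls were no compound for no effect and no enzyme for full effect; nearly all actives have a fitted effect of over 20% in size; some results filed as inactive show a strong effect at the top dose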
Target sequence (P00811 whole entry, looked up): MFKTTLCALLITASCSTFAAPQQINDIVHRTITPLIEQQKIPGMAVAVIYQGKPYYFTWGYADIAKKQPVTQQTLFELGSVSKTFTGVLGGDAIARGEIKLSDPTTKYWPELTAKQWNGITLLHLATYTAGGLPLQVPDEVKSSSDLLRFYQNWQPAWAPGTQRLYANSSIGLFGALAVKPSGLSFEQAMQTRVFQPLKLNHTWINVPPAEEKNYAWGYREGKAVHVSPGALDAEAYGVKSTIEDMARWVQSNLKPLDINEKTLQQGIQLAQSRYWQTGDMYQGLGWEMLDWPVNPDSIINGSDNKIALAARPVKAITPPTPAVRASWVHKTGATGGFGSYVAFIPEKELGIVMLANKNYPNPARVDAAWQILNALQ
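20 mM phosphate pH 7.0 + 0.01% (detergent screen) or 0.0001% Triton X-100; 5.3 nM AmpC reagent; cpd preinc 15 min RT; nitrocefin (800 uM stock) to start; A480 q20 s × 4 min; Activity was normalised to no-enzyme and no-compound control wells.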
CHX counter – counter-screen for Shiga toxin inhibitors: cycloheximide protein synthesis inhibition; cell reporter, cycloheximide protein synthesis inhibition counterscreen; max response, %; 300,000 compounds, 12% hits; AID 2314; in the data active = max response mostly above about 13%, no sharp cut-off; inactive = mostly below about 14%; note: read at 38.3 µM for the half of the compounds with a filed dose; 0% is about no effect
AmpC detergent – inhibitors of E. coli AmpC beta-lactamase with detergent; P00811; AmpC hydrolysis of nitrocefin, absorbance 480 nm, 0.01% Triton; Potency, µM (series often up to 114 µM), without a hit: top-dose activity change, negative = inhibition, most hits filed as inhibitors; 370,000 compounds, 0.041% hits;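 note: potency is the fitted concentration of half-maximal effect; 0% = no-compound wells and -100% = no-enzyme wells; nearly all actives have a fitted effect of over 25% in size; some results filed as inactive show a strong effect at the top dose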
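20 mM phosphate pH 7.0 + 0.01% (detergent screen) or 0.0001% Triton X-100; 5.3 nM AmpC reagent; cpd preinc 15 min RT; nitrocefin (800 uM stock) to start; A480 q20 s × 4 min; Activity was normalised to no-enzyme and no-compound control wells.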
AMA1-RON2 inh – disrupts binding of P. falciparum AMA1 to RON2; AlphaScreen AMA1-biotinylated RON2 peptide binding; Potency, µM (series often up to 58.2 µM), without a hit: top-dose activity change, negative = inhibition, usual class: inhibitors; 360,000 compounds, 0.2% hits; AID 720542;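 note: potency is the fitted concentration of half-maximal effect; 0% = vehicle wells and -100% = peptide control; nearly all actives have a fitted effect of over 45% in size; some results filed as inactive show a strong effect at the top dose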
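AMA1 (3D7) with his tag at 25 nM final met compounds first, then biotinylated RON2 peptide at 25 nM; detection used donor plus acceptor beads, 10 µg/mL apiece, read by AlphaScreen after 30 min at room temperature.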
HCMV antiviral – human cytomegalovirus inhibition. 410,000 compounds, 4.5% hits. activity change, negative = inhibition, % at 57.5 µM. HFF cells, HCMV-luciferase reporter, 72 h; active compounds read low. AID 1259415; in the data active = activity change below about -60%; inconclusive = no clear call, values can overlap the other calls; inactive = above about -39%; note: % is set by controls: 0 for no effect and ±100 for the full control effect
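Inhibition of viral replication was scored as loss of reporter luminescence in HFFs infected with HCMV-luciferase (MOI 1 PFU/cell) for 72 h; compounds tested at 2 doses, normalized to buffer and Salinomycin controls.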
Shiga inhibitor – Shiga toxin inhibition; 290,000 compounds, 9.2% hits; Vero cells, Shiga toxin protein synthesis inhibition reporter; inhibition, % at 38.7 µM; in the data active = inhibition mostly above about 28%, no sharp cut-off; inactive = mostly below about 43%; note: 0% is about no effect
FBPA Giardia inh – blocks Giardia fructose-bisphosphate aldolase activity | A8B2U2 | purified Giardia FBPA | Potency, µM (titrated, usually from 59.6 µM), without a hit: top-dose activity, negative = inhibition, usual class: inhibitors | 290,000 compounds, 0.71% hits | AID 2451; note: potency is the fitted concentration of half-maximal effect; % is set by controls: 0 for no effect and ±100 for the full control effect; nearly all actives have a fitted effect of over 55% in size
Target sequence (A8B2U2 whole entry, looked up): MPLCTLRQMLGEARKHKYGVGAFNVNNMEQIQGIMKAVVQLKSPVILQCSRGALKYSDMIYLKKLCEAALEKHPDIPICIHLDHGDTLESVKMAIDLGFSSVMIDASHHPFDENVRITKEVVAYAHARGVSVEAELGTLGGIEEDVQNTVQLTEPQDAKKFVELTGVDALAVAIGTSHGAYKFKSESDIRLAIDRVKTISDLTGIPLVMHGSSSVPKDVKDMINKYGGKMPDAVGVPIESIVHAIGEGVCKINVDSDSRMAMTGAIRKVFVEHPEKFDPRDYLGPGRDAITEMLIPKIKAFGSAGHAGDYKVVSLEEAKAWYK
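Giardia FBPA (40 nM reagent) was preincubated 10 min at RT with compound (up to 57.5 uM final), then substrate plus GAPDH/TPI/NAD/arsenate coupling system with diaphorase/resazurin was added; resorufin fluorescence (525/598 nm) was read after 20 min.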
The depositor's hits bear a star; ? = inconclusive; nt = no result given; & = joins results of further samples; [ ] = dose if it differs, or a comment. Unless noted, calls come from the whole dose curve; as a rule, active = well fitted curve in the direction sought with a large enough effect; inconclusive = small, poorly fitted or top-dose-only effect, or another doubt; inactive = no such curve, though single readings can be large; an effect the other way counts as inactive or inconclusive.

Start of the data: the first 5 compounds as a preview:
compound | AmpC inh no detg | CHX counter | AmpC detergent | AMA1-RON2 inh | HCMV antiviral | Shiga inhibitor | FBPA Giardia inh
Cc1cc(Br)ccc1NC(=O)CN1C(=O)C2CC=CCC2C1=O (stereo not given) | -22% | nt | -10% | 7% | -11 | nt | nt
CC(=O)Nc1ccc(S(=O)(=O)NNC(=O)c2ccc3c(c2)OCO3)cc1 | -20% | -2 | -15% | 7% | -24 | -3 | nt
O=C(Nc1ccccc1)c1ccc(-c2ccc(Br)cc2)o1 | -20% | 38* | ? | -5% | -13 | 54* | -6%
CN1CCN(C2CC(=O)N(CCc3ccccc3)C2=O)CC1 (stereo not given) | 0% | -2 | -7% | 1% | -2 | 14 | 4%
C=CCN(C(=O)c1oc2c(Cl)cc(C)cc2c1C)C1CCS(=O)(=O)C1 (stereo not given) | 122%[activator] | 60* | 1% | -1% | 64 | 60* | nt

Results (from the top)
compound | AmpC inh no detg | CHX counter | AmpC detergent | AMA1-RON2 inh | HCMV antiviral | Shiga inhibitor | FBPA Giardia inh
Cc1cc(Br)ccc1NC(=O)CN1C(=O)C2CC=CCC2C1=O (stereo not given) | -22% | nt | -10% | 7% | -11 | nt | nt
CC(=O)Nc1ccc(S(=O)(=O)NNC(=O)c2ccc3c(c2)OCO3)cc1 | -20% | -2 | -15% | 7% | -24 | -3 | nt
O=C(Nc1ccccc1)c1ccc(-c2ccc(Br)cc2)o1 | -20% | 38* | ? | -5% | -13 | 54* | -6%
CN1CCN(C2CC(=O)N(CCc3ccccc3)C2=O)CC1 (stereo not given) | 0% | -2 | -7% | 1% | -2 | 14 | 4%
C=CCN(C(=O)c1oc2c(Cl)cc(C)cc2c1C)C1CCS(=O)(=O)C1 (stereo not given) | 122%[activator] | 60* | 1% | -1% | 64 | 60* | nt
COc1ccc(OC)c(CN2CCN(C(=O)CN3C(=O)NC4(CCCC4)C3=O)CC2)c1 | 16% | nt | 0% | -13% | -13 | nt | nt
O=C(COC(=O)CCc1nc2ccccc2s1)Nc1ccc(Cl)cn1 | -22% | 0 | -4% | 12% | 9 | 6 | 5%
Cc1cc(C)c(NC(=O)CSc2nc3ccncc3[nH]2)c(C)c1 | -20% | 8 | -3%&16% | 30%[activator] | ? | -6 | -13%
Cc1cccc(C)c1OCc1cc(C(=O)N2CCC(c3ccncc3)CC2)no1 | 123%[activator] | 37* | -8% | -2% | ? | 58* | nt
CC(=O)Cn1c2ccccc2n2nc(CCC(=O)O)c(=O)nc12 | -3% | -2 | -3% | -14% | 10 | -2 | 3%
CCn1ccc(C(=O)Nc2ccc(Cl)cn2)n1 | -12% | 39* | -9% | 21% | 40 | 80 | 2%
CNC(=O)CSc1nnc(-c2ccco2)n1-c1cccc(OC)c1 | -2% | -3 | ? | 10% | -24 | -1 | 7%
CC1Cc2ccccc2N1C(=O)c1cnc2sccn2c1=O (stereo not given) | -7% | 6 | -8% | 9% | -1 | 19 | 2%
O=C(COc1ccc(S(=O)(=O)N2CCOCC2)cc1)Nc1ccc(Cl)c(C(F)(F)F)c1 | 3% | -4 | 3% | 5% | -31 | -1 | -1%
CC(=O)Nc1cccc(C(=O)NNC(=O)c2ccc(-n3cnnn3)cc2)c1 | -5% | nt | nt | 1% | -37 | nt | nt
COc1cccc(N=C2SC(C(=O)Nc3ccccc3F)CC(=O)N2C)c1 (stereo not given) | 11% | -5 | -3% | -5% | -31 | 15 | -8%
C=CCOc1ccc(/C=C/C(=O)OCC(=O)NCCC2=CCCCC2)cc1 | 24% | -2 | 4% | 8% | -24 | 16 | -1%
Cc1nc2cc(NC(=O)NC3CC3)ccc2n1C | -2% | 21* | 3% | -10% | 15 | 27 | 8%
CC(C)C(OC(=O)CN1C(=O)COc2ccccc21)C(=O)NC1CCCC1 (stereo not given) | -4% | -2 | -10% | 4% | -10 | 14 | 7%
CCCNC(=O)c1ccc(C)c(NC(=O)C2=C(C)OCCS2)c1 | 1% | -1 | 0% | 0% | -77* | -7 | 8%
Cc1ccsc1/C=N/NC(=O)CNC(=O)c1ccc(S(=O)(=O)N(C)C)cc1 | -16% | 0 | -1% | 0% | -32 | -10 | 6%
CC1CCCC(NC(=O)c2ccc3c(c2)OCCO3)C1C (stereo not given) | -17% | nt | -8% | -9% | 4 | nt | nt
O=C(OCc1ccccc1)C1CCCN1C(=O)c1cccs1 (stereo not given) | -6% | -3 | -9% | -8% | -28 | 8 | 1%
CCNc1nc(NCC)n2c(SCC(=O)Nc3ccc(C)c(C)c3)nnc2n1 | -14% | nt | 2% | -5% | 17 | nt | nt
COc1ccccc1NC(=O)c1cccc(S(=O)(=O)N2CCN(c3ccccc3)CC2)c1 | -32% | nt | 0% | -4% | -19 | nt | nt
CCN(CC)CCOC(=O)c1c(C)oc2ccc(O)cc12 | -31% | -1 | ? | -13% | 1 | 14 | -14%
Cc1cccc2cc(C(c3nnnn3CC3CCCO3)N3CCc4ccccc4C3)c(=O)[nH]c12 (stereo not given) | -5% | -4 | -10% | 17% | nt | 17 | ?
Cc1ccc(NC(=O)COc2ccc(-n3cnnn3)cc2)cc1C | -14% | 7 | 2% | -1% | -18 | 26 | -1%
O=C(c1ccccc1F)N1CCc2ccccc21 | -19% | 0 | ? | -5% | 19 | -17 | -2%
COc1ccccc1/C=N/NC(=O)C(C)Cn1cnc2ccccc21 (stereo not given) | -17% | -2 | -11% | -6% | 25 | -9 | -25%

Single records, from the list above:
Listed for COc1ccc(OC)c(CN2CCN(C(=O)CN3C(=O)NC4(CCCC4)C3=O)CC2)c1 : AmpC inh no detg = 16%; CHX counter = nt; AmpC detergent = 0%; AMA1-RON2 inh = -13%; HCMV antiviral = -13; Shiga inhibitor = nt; FBPA Giardia inh = nt
Listed for COc1cccc(N=C2SC(C(=O)Nc3ccccc3F)CC(=O)N2C)c1 (stereo not given) : AmpC inh no detg = 11%; CHX counter = -5; AmpC detergent = -3%; AMA1-RON2 inh = -5%; HCMV antiviral = -31; Shiga inhibitor = 15; FBPA Giardia inh = -8%
Listed for C=CCOc1ccc(/C=C/C(=O)OCC(=O)NCCC2=CCCCC2)cc1 : AmpC inh no detg = 24%; CHX counter = -2; AmpC detergent = 4%; AMA1-RON2 inh = 8%; HCMV antiviral = -24; Shiga inhibitor = 16; FBPA Giardia inh = -1%

(listing goes on)
compound | AmpC inh no detg | CHX counter | AmpC detergent | AMA1-RON2 inh | HCMV antiviral | Shiga inhibitor | FBPA Giardia inh
Cc1nnc(Nc2ccc(S(N)(=O)=O)cc2)c2ccccc12 | -10% | -3 | ? | -10% | 3 | nt | 0%
O=C(O)COCC(=O)NCc1nc(-c2ccc(C(F)(F)F)cc2)no1 | -18% | -1 | 5% | 9% | 25 | 32 | 11%
CCOC(=O)C1=C(COC(=O)Cc2ccccc2F)NC(=O)NC1C (stereo not given) | -24% | nt | ? | -2% | -20 | nt | nt
CC1=C(C(=O)OCc2ccccc2)C(c2ccc(C)o2)C2=C(CCCC2=O)N1 (stereo not given) | 23% | -2 | 0% | -17% | -10 | -6 | 0%
CC(Oc1ccc(-c2ccccc2)cc1)C(=O)N1CCOCC1 (stereo not given) | 24% | 15 | ? | -2% | 30 | 59 | 1%
Cn1cccc1-c1nc2ccccc2n1C | -15% | 18* | -3% | -23% | 62 | 48 | -8%
Cc1cccc(C)c1NC(=O)CN(C)CC(=O)Nc1ccc(F)c(Cl)c1 | 51% | -5 | -3% | 2% | 25 | 3 | 0%
ONc1cccnc1-n1nc(C(F)(F)F)cc1C(F)(F)F | -23% | -4 | 7% | nt | nt | 14 | ?
CCN(C(=O)CSc1nc(-c2ccccc2)c(-c2ccccc2)[nH]1)C1CCS(=O)(=O)C1 (stereo not given) | 101%[activator] | -2 | 3% | -7% | 21 | 8 | 2%
CCc1ccc(NC(=O)CN(c2cccc(C)c2)S(C)(=O)=O)cc1 | -3% | 12 | -3% | -1% | 56 | -5 | 0%
Cc1noc(NS(=O)(=O)c2ccc(NS(=O)(=O)c3ccc(Cl)cc3)cc2)c1C | -19% | nt | nt | -16% | -16 | nt | nt
Brc1ccc(CSc2nnc(-c3cnccn3)n2Cc2ccco2)cc1 | 56% | -2 | -1% | -10% | -13 | -6 | 11%
N#Cc1c(C(F)(F)F)cc(-c2ccccc2)nc1SCC(=O)N1CCOCC1 | 0% | -2 | 2% | 5% | 2 | 6 | -2%
CCC(=O)Nc1sccc1C(=O)OC | -12% | 6 | 2% | -4% | 57 | -7 | 4%
Nc1nc(NCC2CCCO2)nc(NCC2CCCO2)c1[N+](=O)[O-] (stereo not given) | -13% | -2 | -15% | 3% | -19 | -16 | 1%
CCOC(=O)N1CCN(C(=O)CC(C)S(=O)(=O)c2cc3c(cc2C)NC(=O)CO3)CC1 (stereo not given) | 5% | 1 | 1% | -12% | -39 | -2 | nt
COc1ccc(/C=C/C(=O)NCCc2ccc(S(N)(=O)=O)cc2)cc1 | -19% | -3 | -15% | 5% | -2 | -8 | 9%
COC(=O)c1ccc(C23CC4(C2)[C@H](CN(C)[C@@H]4c2ccccc2)C3c2ccc(C(F)(F)F)cc2)cc1 (stereo not given in full) | 25% | -5 | -4% | -28% | 188 | -21 | 0%&4%
COc1ccc(-n2c(SCC(=O)NNC(=O)c3ccc(C)cc3)nnc2-c2ccncc2)cc1 | -14% | 0 | -19% | 22% | 43 | -11 | 18%
O=C(Nc1ccc(N2CCOCC2)nc1)c1ccc(C(F)(F)F)cc1 | 0% | 10 | -10% | 6% | -68* | 3 | 0%
O=C(Oc1ccc(-c2nnco2)cc1)c1ccco1 | -21% | nt | 7% | 12% | 1 | nt | nt
Cc1cc(C)cc(OCCn2ccnc2)c1 | -10% | -2 | -1% | -6% | -4 | -6 | -11%
